Compound activity deposited in PubChem BioAssay by National Center for Advancing Translational Sciences (NCATS).
TbPYK inhibitor = blocks Trypanosoma brucei pyruvate kinase | TbPYK enzyme, Kinase-Glo Plus ATP luminescence, 45 min | Potency, µM (titrated, usually from 76.8 µM), for inactives: at the highest dose activity, negative = inhibition, actives largely listed as inhibitors | 410,000 tested, 0.12% active | AID 624173; active = well fitted inhibition curve with a large enough effect; also: nearly all actives have a fitted effect of over 50% in size
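Quantitative HTS: titrated library compounds versus trypanosomal pyruvate kinase in TEA buffer (pH 7.2) containing KCl, MgCl2, BSA and Tween-20. Reactions were initiated with ADP, 130 uM final. Kinase-Glo Plus luminescence was read after 45 min at RT.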
* = called active by the depositor; [ ] = another dose, or the depositor's remark. % is scaled to controls: 0 for no effect and ±100 for the full control effect; potency is read from the fitted curve at half-maximal effect. A portion of the library, so the mix of outcomes need not match the whole.

SMILES | TbPYK inhibitor
CCCCNC(=O)CN1CCN(c2ncc(NC(=O)c3ccc(Cl)cc3)cc2C(=O)O)CC1 | -26.0%
Cc1cccc(OCc2nc(CC(=O)Nc3ccc(Cl)cc3)cs2)c1 | -6.2%
COCC(=O)N1CCC2(CC1)CCN(c1cccc(-c3ccccc3)c1)CC2 | 0.0%
COC(=O)C1=C(C)NC(=O)NC1c1cn(-c2ccccc2)nc1-c1ccc(OC)c(Br)c1 (stereo not given) | -1.6%
Cc1ccc(NC(=O)c2nc(-c3ccncc3)no2)c(Cl)c1 | -26.3%
CCN(CC)c1nn2c(=O)c(C(=O)NCc3cccc(C)c3)cnc2s1 | 6.5%
CCC(=O)N1c2ccc(S(=O)(=O)CCC(=O)N3CCN(c4cc(C)ccc4C)CC3)cc2CC1C (stereo not given) | 1.3%
CCN(CC)S(=O)(=O)c1ccc2c(c1)N(CC(=O)Nc1c(C)cc(C)cc1C)C(=O)C1CCCN21 (stereo not given) | -8.4%
COc1cc2c(cc1OC)C(COc1ccccc1OC)N(C(=O)c1ccc(S(=O)(=O)N(C)C)cc1)CC2 (stereo not given) | -7.9%[15.4 µM]
O=C(CSc1nc2c([nH]c3ccccc32)c(=O)n1-c1ccccc1)N1CCCCCC1 | -5.2%
CCOC(=O)C(CC)N1CCN(Cc2ccc(F)cc2)C(=O)C1=O (stereo not given) | -2.3%
O=C(O)CSc1nc2ccccc2nc1N1CCCCC1 | -8.0%
COc1ccc(N(CC(=O)N2CCCCC2)S(=O)(=O)c2ccc(OC)c(OC)c2)cc1 | -3.7%
COc1ccc(Nc2sc(C(=O)c3ccccc3)c(N)c2C(=O)Nc2cc(C)ccc2C)c(OC)c1 | -20.6%
Fc1ccc(-n2cc(-c3ccccc3)c3c(NC4CCCCC4)ncnc32)cc1 | -5.4%
CCn1cc(/C=C(\NC(=O)c2ccccc2Cl)C(=O)NCCCn2ccnc2)c2ccccc21 | 2.5%
COc1cccc(Cn2c(Oc3cc(C)cc(C)c3)nc3c2c(=O)n(C)c(=O)n3C)c1 | -0.8%
CCn1cc(C(=O)N2CCN(c3cccc(Cl)c3)CC2)c(=O)c2cc(S(=O)(=O)N3CCC(C)CC3)ccc21 | 3.4%
COc1ccc(S(=O)(=O)N(CC(=O)Nc2ccc(OC)cc2OC)c2ccc(Cl)cc2)cc1 | -8.8%
CCN(CCCNC(=O)CSc1cc(=O)n(CC)c2ccccc12)c1ccccc1 | -2.0%
CCOC(=O)c1cc(C)n(CC2CCC(C(=O)Nc3ccc(C)c(F)c3)CC2)c1C (stereo not given) | -2.2%
Cc1ccc(NC(=O)c2ccc(COc3ccccc3Cl)o2)cc1 | -4.6%
O=c1n(Cc2ccc(F)cc2)nc2n1-c1cc(Cl)ccc1OC2 | 0.1%
CN(C)c1ccc(C(=O)Nc2ccc(-c3nc4ccccc4o3)cc2)cc1 | 3.0%
Cc1nc(NC(=O)c2c(-c3ccccc3)c(-c3ccccc3)nn(C)c2=O)sc1C | -2.8%
NC(=O)c1nc(Nc2ccccc2)sc1NC(=O)c1ccccc1Br | -7.3%
O=S(=O)(NCc1nc2cccnc2n1Cc1ccc(F)cc1)c1ccc2c(c1)CCCC2 | 14.8%
Cc1cc2ccccc2n1CCNC(=O)c1ccc(F)cc1 | 4.7%
CCOc1ccc(NC(=O)CSc2cc(C)c3ccccc3n2)cc1 | -14.2%
COc1ccccc1NC(=O)c1cc2ccc3cccnc3c2[nH]1 | 0.0%
CN1CCCC2(CCN(C(=O)c3csnn3)CC2)C1 | -7.2%
COc1ccc(OC)c(NC(=O)[C@H](Cc2ccccc2)N2Cc3ccccc3C2=O)c1 | -3.3%
COc1ccc(-c2nc3sc(CCNC(=O)Cc4ccc(F)cc4)c(C)n3n2)cc1 | 4.0%
CCOc1ccc(CCNC(=O)CCc2c(C)nc3c(c(C)nn3-c3ccc(C)c(C)c3)c2C)cc1 | -0.9%
CC1CCCCN1Cc1nc2c(c(=O)n(C)c(=O)n2C)n1Cc1ccc(Br)cc1 (stereo not given) | -7.5%
CCOc1ccc(C2C(=O)N(C3CCCCC3)CC(=O)N2Cc2ccccc2OC)cc1OC (stereo not given) | 0.6%
COc1ccc(NC(=O)C2CCCN(S(=O)(=O)c3ccc(Br)s3)C2)cc1 (stereo not given) | -1.0%
CC(=O)N1CCC2(CCCN(Cc3nccs3)C2)CC1 | 0.8%
Cc1ccc(-n2nc(C(=O)N3CCN(c4cc(C)ccc4C)CC3)c3c4ccccc4n(C)c3c2=O)cc1 | 1.9%
O=C(Nc1ccccc1-c1nc2ccccc2s1)c1ccc(F)cc1 | -3.5%

Among those listed so far, four contain bromine:
SMILES | TbPYK inhibitor
COC(=O)C1=C(C)NC(=O)NC1c1cn(-c2ccccc2)nc1-c1ccc(OC)c(Br)c1 (stereo not given) | -1.6%
NC(=O)c1nc(Nc2ccccc2)sc1NC(=O)c1ccccc1Br | -7.3%
CC1CCCCN1Cc1nc2c(c(=O)n(C)c(=O)n2C)n1Cc1ccc(Br)cc1 (stereo not given) | -7.5%
COc1ccc(NC(=O)C2CCCN(S(=O)(=O)c3ccc(Br)s3)C2)cc1 (stereo not given) | -1.0%

Remaining list, next part
SMILES | TbPYK inhibitor
Cc1ccc2nc(NC(=O)c3ccc(S(=O)(=O)N4CCC(C)CC4)cc3)sc2c1 | -5.4%
CCOC(=O)c1noc2ncnc(N3CCN(c4cccc(C(F)(F)F)c4)CC3)c12 | 0.2%
Cc1cccc(NC(=O)c2oc3ccccc3c2NC(=O)Cc2coc3c(C)c(C)ccc23)c1 | 4.3%
COc1cc(/C=C/c2nc3cc(Cl)ccc3c(=O)n2-c2ccc(C)cc2C)cc(OC)c1OC | -2.3%
CCOC(=O)Cn1c(=O)oc2cc(S(=O)(=O)N3CCN(c4ccc(C(C)=O)cc4)CC3)ccc21 | 3.4%
COC(=O)c1nc2n(n1)C(c1cc(OC)ccc1OC)C=C(c1ccc(Br)cc1)N2 (stereo not given) | -20.7%
Cc1c(Cl)cccc1NC(=O)CC(c1cccs1)N1Cc2ccccc2C1=O (stereo not given) | 5.0%
Cc1nc2cccnc2n1C1CCN(C(=O)Nc2ccccc2)CC1 | 1.0%
O=C(Cn1c(=O)oc2cc(S(=O)(=O)NCc3ccccc3)ccc21)NCc1ccc(F)cc1 | -9.2%
CCCCn1c(CNC(=O)C23CC4CC(CC(C4)C2)C3)nnc1SCC(=O)Nc1ccc(F)cc1 | 0.4%
CCOc1ccccc1NC(=O)Cn1c(=O)n(CCCCC(=O)NCCCOC)c(=O)c2ccccc21 | -18.5%
O=C(c1csnn1)N1CCC2(CCN(Cc3ccccc3)CC2)CC1 | 1.6%
CC(C)COc1ccc(-c2nonc2NC(=O)c2ccc(F)cc2)cc1 | 7.7%
Cc1nc2c(c(C)c1CCC(=O)Nc1ccc(F)cc1)c(=O)n(C)c(=O)n2C | 2.2%
CCCC12CN3CC(CCC)(CN(C1)C3c1c[nH]c3ccccc13)C2=O (stereo not given) | 2.9%
CCc1ccccc1NC(=O)CCCN1C(=O)COc2ccc(C)cc21 | -3.9%
COc1ccc(C)cc1NS(=O)(=O)c1cnc(N)nc1 | 5.3%
CCOc1cc(CNC(=O)c2ccc(Cn3c(=O)c4cccn4c4cccnc43)cc2)ccc1OC | 0.6%
CCOc1ccc(C(=O)NCCS(=O)(=O)N2CCN(c3cccc(Cl)c3)CC2)cc1 | -7.3%
CC(=O)N1c2ccc(S(=O)(=O)NCC3CCC(C(=O)Nc4cccc(C)c4)CC3)cc2CC1C (stereo not given) | 16.4%

For reference, some entries already given.
SMILES | TbPYK inhibitor
COc1ccc(C)cc1NS(=O)(=O)c1cnc(N)nc1 | 5.3%
CCOc1cc(CNC(=O)c2ccc(Cn3c(=O)c4cccn4c4cccnc43)cc2)ccc1OC | 0.6%
CCOc1ccc(C(=O)NCCS(=O)(=O)N2CCN(c3cccc(Cl)c3)CC2)cc1 | -7.3%
CC(=O)N1c2ccc(S(=O)(=O)NCC3CCC(C(=O)Nc4cccc(C)c4)CC3)cc2CC1C (stereo not given) | 16.4%

New compounds follow:
SMILES | TbPYK inhibitor
COc1ccc(C(=O)NCCn2cc(SCC(=O)Nc3ccc4c(c3)OCCO4)c3ccccc32)cc1OC | 8.0%
CCCCN(C)c1nnc(NC(=O)Nc2cccc(C(C)=O)c2)s1 | -3.4%
Cc1ccc2c(c1)N(C(=O)CCC(=O)NCc1cccs1)CCO2 | -0.3%
Cc1ccc(N2C(=O)CS(=O)(=O)C23C(=O)N(Cc2ccccc2F)c2ccccc23)cc1Cl (stereo not given) | -1.0%
CCOC(=O)c1c(Nc2ccc(OC)cc2)nnc(-c2ccccc2)c1-c1ccccc1 | -7.0%
Cc1ccc(NC(=O)CSc2nc(=O)n(CCN3CCOCC3)c3c2CCC3)cc1Cl | -1.7%
CCCN1CCN(c2nnc(-n3cccc3C(=O)Nc3cc(Cl)ccc3C)s2)CC1 | -14.5%[15.4 µM]
CSc1ccc(C2CC(=O)Oc3c2c(=O)n(C)c2ccccc32)cc1 (stereo not given) | -2.6%
COc1cccc(CNC(=O)c2ccc3c(c2)nc2n3CCC(C)C2)c1 (stereo not given) | 3.1%
COc1cc(/C=C(\C#N)c2nc3ccccc3[nH]2)ccc1OCc1ccc(F)cc1 | -5.1%
COc1ccc(NC(=O)CSc2nc3ccccc3n2CC(=O)Nc2cccc(C)c2C)cc1 | -1.0%
CCOC(=O)c1ccc(NC(=O)CCc2c(C)nc3c(c(C)nn3-c3ccccc3)c2C)cc1 | 1.4%
CN(C)S(=O)(=O)c1ccc(C(=O)NCCS(=O)(=O)N2CCN(c3ccccc3)CC2)cc1 | -5.9%
COc1ccc(NC(=O)CN(C)S(=O)(=O)c2ccc3nc(C)sc3c2)cc1 | 0.9%
CCCC(=O)OC1=C(C(C)=O)N(Cc2ccccc2)S(=O)(=O)c2ccccc21 | -9.4%
Cc1ccc2[nH]c(CSc3nnc(NC(=O)COc4ccccc4Cl)s3)cc(=O)c2c1 | -3.0%
CCOC(=O)c1ccc2ncc(C(=O)OCC)c(NCCc3ccc(OC)c(OC)c3)c2c1 | 2.5%
CCc1ccc(CNC(=O)c2ccc(CSc3nc4ccncc4n3Cc3ccc(OC)cc3)cc2)cc1 | 2.7%
COc1ccc(CCNC(=O)Cn2c(=O)nc(-c3ccccc3)c3cc(Cl)ccc32)cc1OC | -16.9%
O=C(c1cccc(Cl)c1)N1CCN(CCc2ccncc2)CC1 | -1.6%
COc1cc2c(C(=O)Nc3cc(OC)c(OC)c(OC)c3)cn(C)c(=O)c2cc1OC | -0.4%
COc1ccc(Br)cc1CNC(=O)c1cc2n(n1)CCCN(Cc1ccc(C)cc1)C2=O | 1.4%
Cc1cc(O)c(C(c2ccccc2)N2CCC(C)CC2)c(=O)n1Cc1ccco1 (stereo not given) | 5.6%
CCN1CCN(C(c2cccc(Cl)c2)c2c(O)cc(C)n(CCOC)c2=O)CC1 (stereo not given) | -6.7%
CCCCN(CC)C(=O)C1CCCN(c2ncnc3onc(C)c23)C1 (stereo not given) | 2.4%
CCc1ccc2oc(C(=O)Nc3nc(-c4ccc(F)cc4)ns3)c(C)c2c1 | 0.0%
Cc1ccc(S(=O)(=O)NCCc2nnc3ccc(SCc4ccccc4F)nn23)cc1 | 4.5%
Cc1ccc(-c2cc(C(F)(F)F)n3nc(-c4ccc(Cl)cc4)cc3n2)cc1 | 0.8%
Cc1ccc(-c2cnc(NCc3ccc(C(C)C)cc3)n2C)cc1 | 1.7%
Cc1ccc(-n2nnc(-c3nc(-c4cccs4)no3)c2N)c(C)c1 | -7.9%
CCc1nc2nc(C)c(NS(=O)(=O)c3ccc(F)c(C)c3)c(=O)n2[nH]1 | -3.2%
O=C(COc1ccc(Cl)cc1)NCCc1csc(-c2ccc(C(F)(F)F)cc2)n1 | 0.0%
CCOC(=O)N1CCC(NC(=O)c2ccc3c(c2)N(Cc2ccc(F)cc2)C(=O)c2ccccc2S3(=O)=O)CC1 | 3.9%
COC(=O)c1sc(N2C(=O)c3oc4ccccc4c(=O)c3C2c2ccc(O)cc2)nc1C (stereo not given) | 1.8%
CCc1cccc(NC(=O)Cn2c(=O)n(Cc3ccccc3)c(=O)c3c(C)c(C(=O)N(C)C)sc32)c1 | -2.8%
COc1ccccc1N1CCN(C(=O)CCS(=O)(=O)c2cc(Br)cc3c2N(C(C)=O)CC3)CC1 | -21.1%
CCN1CCN(c2oc(-c3ccc(COc4ccc(C)cc4)o3)nc2C#N)CC1 | -3.6%
Cc1ccccc1NC(=O)Cn1c(=O)n(CCCCCC(=O)NCc2ccc3c(c2)OCO3)c(=O)c2sccc21 | -6.0%
CC1(c2ccccc2)CC(C)(C)N(C(=O)c2ccccc2Cl)c2ccccc21 (stereo not given) | 4.5%
COc1ccc(NC(=O)Cn2c(=O)oc3cc(S(=O)(=O)N4CCC(C)CC4)ccc32)c(OC)c1 | 1.0%
Cc1nc2nc(C)c(CCC(=O)NCc3cccc(Cl)c3)c(C)n2n1 | -1.1%
CCOC(=O)c1c(C)oc2nc(C)nc(NCC3CCN(Cc4ccc(F)cc4)CC3)c12 | 2.0%
O=C(NC1CC(=O)N(c2ccc(Cl)cc2)C1)c1ccc(S(=O)(=O)N2CCOCC2)cc1 (stereo not given) | 2.2%
CCOC(=O)c1c(C)[nH]c(C)c1S(=O)(=O)N1CCC(C(=O)Nc2ccc(OCC)cc2)CC1 | -5.3%
O=c1oc2c(CN3CCOCC3)c(O)ccc2cc1-c1ccc(Cl)cc1 | -1.3%
COc1ccc(Cl)cc1NC(=O)c1cc(-c2ccc3c(c2)OCO3)on1 | 0.5%
CCc1ccccc1N1CC(c2nc3ccccc3n2CCCCOc2ccccc2OC)CC1=O (stereo not given) | -0.5%

Looked up by structure from the list above:
SMILES | TbPYK inhibitor
CCc1ccccc1N1CC(c2nc3ccccc3n2CCCCOc2ccccc2OC)CC1=O (stereo not given) | -0.5%
O=C(NC1CC(=O)N(c2ccc(Cl)cc2)C1)c1ccc(S(=O)(=O)N2CCOCC2)cc1 (stereo not given) | 2.2%
CCOC(=O)c1c(C)[nH]c(C)c1S(=O)(=O)N1CCC(C(=O)Nc2ccc(OCC)cc2)CC1 | -5.3%
